CHRM5 PAM – CHRM5 positive allosteric modulation; P08912; CHO-K1 hM5, Fluo-8 calcium, ACh EC20 PAM; 0% = ACh EC20, 100% = ACh EC100; activation, % at 3 µM; 0.3% of 360,000 active; AID 624038;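 active = activation above the run cutoff, the mean activation of all test compounds plus 3 SD, cut at about 18% in these data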
Target sequence (P08912 whole entry, looked up): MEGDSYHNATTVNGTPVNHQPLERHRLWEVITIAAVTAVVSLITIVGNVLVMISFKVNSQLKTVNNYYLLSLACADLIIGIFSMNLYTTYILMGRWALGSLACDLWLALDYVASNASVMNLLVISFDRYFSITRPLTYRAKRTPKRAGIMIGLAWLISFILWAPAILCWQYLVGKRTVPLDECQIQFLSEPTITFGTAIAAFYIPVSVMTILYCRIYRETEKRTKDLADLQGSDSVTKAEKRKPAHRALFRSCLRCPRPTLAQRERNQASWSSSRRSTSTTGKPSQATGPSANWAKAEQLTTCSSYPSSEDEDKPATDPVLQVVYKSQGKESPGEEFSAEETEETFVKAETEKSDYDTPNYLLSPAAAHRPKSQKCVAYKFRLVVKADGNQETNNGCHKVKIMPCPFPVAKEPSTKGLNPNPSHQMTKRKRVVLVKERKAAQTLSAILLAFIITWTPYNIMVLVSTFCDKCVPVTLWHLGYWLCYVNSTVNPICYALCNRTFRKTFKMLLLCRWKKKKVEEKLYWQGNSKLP
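System – CHO-K1 hM5 cells · Compound – 3 µM, single dose · Incubation – compound preincubation 140 s before EC20 acetylcholine addition · Technique – Fluo-8 calcium fluorescence · Measure – Max/basal fluorescence ratio as % of EC20–EC100 ACh window · Benchmarks – low control EC20 acetylcholine (0%), high control EC100 acetylcholine (100%) · Replication – singlicate, one well per test compound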
CHRM4 PAM – CHRM4 positive allosteric modulation; CHO-K1 hM4/Gqi5, Fluo-8 calcium fluorescence, ACh EC20; 0% = ACh EC20, 100% = maximal ACh; activation, % at 3 µM; 0.4% of 360,000 active; AID 624126;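 active = activation above its plate's cutoff, the mean activation of sample wells plus 3 SD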; note: some results filed as inactive read as strong as hits
Target sequence (P08173 whole entry, looked up): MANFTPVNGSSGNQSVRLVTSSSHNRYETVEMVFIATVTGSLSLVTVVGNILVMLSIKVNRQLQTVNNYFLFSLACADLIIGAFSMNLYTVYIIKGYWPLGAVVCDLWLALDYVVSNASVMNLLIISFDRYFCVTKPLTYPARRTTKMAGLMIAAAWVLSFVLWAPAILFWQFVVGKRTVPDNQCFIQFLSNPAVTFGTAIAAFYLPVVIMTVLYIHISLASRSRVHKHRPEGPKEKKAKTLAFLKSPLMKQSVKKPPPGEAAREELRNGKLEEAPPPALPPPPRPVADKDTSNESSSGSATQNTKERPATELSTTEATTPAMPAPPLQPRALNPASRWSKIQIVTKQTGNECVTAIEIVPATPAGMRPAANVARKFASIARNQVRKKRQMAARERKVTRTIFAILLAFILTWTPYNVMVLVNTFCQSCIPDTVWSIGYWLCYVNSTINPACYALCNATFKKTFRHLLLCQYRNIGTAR
CRFR2-BP antag – antagonists of CRF-binding protein/CRF-R2 receptor complex. HEK293 CRF-R2/CRF-BP, CRF-induced calcium fluorescence. inhibition, % at 11.8 µM. 0.59% of 350,000 active. AID 588475;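 active = inhibition of the ligand-induced calcium signal above about 50% at the single tested concentration, limit read from the data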
IDE inh – inhibitors of human insulin-degrading enzyme in cells; 0.41% of 320,000 active; HEK cells, FAbetaB cleavage, fluorescence polarization; inhibition, % at 5.59 µM;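 active = percent inhibition above the average of all tested compounds plus 3 SD, set per screening campaign, cut at about 16% in these data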;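 note: IDE supplied by intact live HEK cells; FP after avidin binding of uncleaved biotin substrate so inhibition keeps polarization high; 0% = DMSO wells and 100% = 60 µM reference IDE inhibitor Ii1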
CHRM5 antagonist – CHRM5 antagonism in calcium assay; P08912; CHO-hM5 cells, Fluo-8 calcium fluorescence, ACh EC80; inhibition, % at 3 µM; 0.59% of 360,000 active; AID 624040;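 active = inhibition above a per-plate cutoff, the mean of that plate's test compounds plus 3 SD, cut at about 27% in these data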;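 note: 0% = acetylcholine EC80 with DMSO and 100% = DMSO without agonist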
CRFBP-R2 agonist – CRF-BP/CRF-R2 complex agonism. 0.46% of 350,000 active. activation, % at 13.2 µM. HEK293 CRF-R2/CRF-BP, calcium dye fluorescence (FLIPR); percent of saturating CRF peptide response. AID 588473;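 active = activation of at least 50%, plus an integration ratio under a set limit after plate pattern correction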;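 note: plate controls were neutral control wells without compound for no effect and CRF at EC100 for full effect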
CHRM4 agonist – agonists of human muscarinic M4 receptor (CHRM4); P08173; CHO-K1 hM4/Gqi5, Fluo-8 calcium fluorescence; vehicle 0%, full acetylcholine response 100%; activation, % at 3 µM; 0.14% of 360,000 active; AID 624127;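 active = activation above the run mean over all test wells plus 3 SD, cut at about 32% in these data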;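 note: peak over basal fluorescence ratio per well then scaled between controls; 0% = DMSO wells and 100% = acetylcholine at EC100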
CHRM5 agonist – agonists of human muscarinic M5 receptor (CHRM5). P08912. CHO-K1 hM5 cells, Fluo-8 calcium fluorescence; 0% DMSO wells, 100% maximal acetylcholine response. activation, % at 3 µM. 0.19% of 360,000 active;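 active = activation above the run's mean over test compounds plus 3 SD, cut at about 23% in these data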;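 note: signal is peak over basal fluorescence ratio across the kinetic read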
CHRM4 antagonist – antagonists of human muscarinic M4 receptor (CHRM4); 0.73% of 360,000 active; CHO-hM4 cells, ACh EC80, Fluo-8 calcium fluorescence; inhibition, % at 3 µM; P08173;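 active = inhibition above its plate's cutoff, the mean inhibition of sample wells plus 3 SD, cut at about 27% in these data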;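 note: 0% = acetylcholine EC80 with DMSO and 100% = DMSO without agonist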
* marks the source's active call; other numbers are inactive results; · = no result given.

SMILES | CHRM5 PAM | CHRM4 PAM | CRFR2-BP antag | IDE inh | CHRM5 antagonist | CRFBP-R2 agonist | CHRM4 agonist | CHRM5 agonist | CHRM4 antagonist
Cc1ccc(N(C)C(=O)C2CCN(S(=O)(=O)c3ccc4c(c3)oc(=O)n4C)CC2)cc1 | -3.5 | 6.6 | 14.5 | -0.9 | 2.0 | -0.9 | 1.9 | 1.9 | -11.4
COCCn1nnnc1C(c1ccc(C)cc1)N1CCN(Cc2ccc3c(c2)OCO3)CC1 (stereo not given) | 0.5 | -0.7 | 5.0 | · | -5.0 | 1.3 | 0.4 | -7.9 | 5.4
Fc1cccc2sc(Nc3nnc(-c4ccco4)o3)nc12 | -7.1 | 7.4 | 15.1 | -1.4 | 7.2 | 6.0 | 1.8 | -5.8 | -5.6
COc1ccc(NC(=O)c2ccc3nc[nH]c3c2)c(OC)c1 | -1.3 | 14.7 | 5.0 | 2.9 | 3.9 | -1.0 | 1.2 | -6.4 | -2.5
Cc1[nH]c2ccccc2c1C(=O)CN1CCSCC1 | -8.5 | 3.1 | -12.2 | -5.3 | 2.8 | 4.3 | 1.9 | 4.3 | -5.9
C/C(Cn1nc([N+](=O)[O-])cc1C)=N\NC(=O)COc1ccc(Cl)cc1Cl | -8.9 | 1.7 | -32.0 | 5.6 | 13.9 | 0.4 | 0.5 | -1.3 | 0.5
COc1ccc(CCNC(=O)COC(=O)C2=NNC(=O)CC2)cc1 | -1.2 | 5.8 | -2.5 | · | -2.1 | 0.7 | -0.5 | -0.4 | -2.5
CCC(C)(C)C1CCc2[nH]nc(C(=O)NN)c2C1 (stereo not given) | 4.0 | -3.5 | -11.0 | 5.8 | 7.0 | 2.0 | 0.3 | 1.9 | 2.6
C(=C\c1ccncc1)/c1ccncc1 | 0.2 | 1.7 | -1.9 | -2.8 | 3.2 | 0.3 | 0.9 | -1.4 | 16.1
Cc1ccc(S[C@@H](CCN2CC[C@H](C)CCC2=O)c2ccccc2)cc1 | -9.1 | 4.4 | -0.9 | 5.3 | -2.1 | -0.4 | -1.7 | -9.7 | 6.8
COc1ccccc1NC(=O)COC(=O)c1c(NC(C)=O)sc(C)c1C | 2.8 | 0.2 | 6.6 | · | -4.2 | 0.5 | 1.8 | 0.5 | 0.1
O=C(Nc1ccc(Cl)cc1)NC1CCCCNC1=O (stereo not given) | 3.5 | 1.1 | -9.1 | 1.3 | -3.6 | -0.6 | 4.0 | 5.4 | -7.8
Cc1ccccc1-n1c(SCC(=O)c2c(N)n(C)c(=O)n(C)c2=O)nc2sc3c(c2c1=O)CCCC3 | 3.8 | 14.2 | 8.2 | -6.9 | -9.8 | 0.4 | 0.7 | 1.6 | -0.4
CN(C)S(=O)(=O)c1cccc(C(=O)OCC(=O)c2c(N)n(C)c(=O)n(C)c2=O)c1 | -1.7 | 2.4 | -5.7 | 1.9 | 5.8 | 4.6 | 4.0 | -1.4 | -8.5
Cc1ccc(/C=N/NC(=O)C2CCN(Cc3ccc(F)cc3Cl)CC2)o1 | -1.1 | -0.2 | -3.1 | -6.2 | 7.8 | -1.4 | 0.1 | -2.7 | 1.4

Rewritten with two lines to a compound: two of the compounds above
Second line of a record – CHRM5 PAM | CHRM4 PAM | CRFR2-BP antag | IDE inh | CHRM5 antagonist | CRFBP-R2 agonist | CHRM4 agonist | CHRM5 agonist | CHRM4 antagonist
COc1ccccc1NC(=O)COC(=O)c1c(NC(C)=O)sc(C)c1C
  2.8 | 0.2 | 6.6 | · | -4.2 | 0.5 | 1.8 | 0.5 | 0.1
O=C(Nc1ccc(Cl)cc1)NC1CCCCNC1=O (stereo not given)
  3.5 | 1.1 | -9.1 | 1.3 | -3.6 | -0.6 | 4.0 | 5.4 | -7.8

Carrying on:
SMILES | CHRM5 PAM | CHRM4 PAM | CRFR2-BP antag | IDE inh | CHRM5 antagonist | CRFBP-R2 agonist | CHRM4 agonist | CHRM5 agonist | CHRM4 antagonist
CCN(CC)S(=O)(=O)c1ccc(N2CCCC2)c(NC(=O)Cc2c(F)cccc2Cl)c1 | 1.2 | 8.1 | 5.4 | -1.5 | -5.1 | -1.7 | 1.5 | -3.3 | -8.3
COc1ccc(/C=C2\SC(=S)N(CCCC(=O)N3CCOCC3)C2=O)cc1OC | 9.0 | 3.4 | -4.1 | -6.4 | 1.6 | 2.6 | 3.8 | -0.5 | -4.1
O=C(N=C1SC2CS(=O)(=O)CC2N1c1ccc(OC(F)(F)F)cc1)C1CC1 (stereo not given) | 2.5 | 2.4 | 0.1 | 6.0 | -8.5 | 2.1 | 1.1 | -0.4 | -6.4
COc1cccc(CN2CCC2(C)C(=O)NCc2cccc(C(F)(F)F)c2)c1OC (stereo not given) | -6.6 | -6.8 | · | · | 0.6 | · | 10.5 | 2.0 | -9.1
CCOc1ccc(CCNC(=O)c2cn(C)c3ccc(S(=O)(=O)N4CCOCC4)cc3c2=O)cc1OCC | -3.2 | 2.7 | -36.1 | 4.4 | -6.3 | -1.1 | 3.0 | 11.4 | -6.5
CC(=O)n1cc([C@@H]2C=C(C(=O)Nc3ccccc3)O[C@H](OCCCCO)C2)c2ccccc21 | -1.5 | 17.1 | -14.5 | 0.3 | 6.0 | 3.6 | 5.3 | -0.3 | -8.1
O=[N+]([O-])c1ncccc1OCc1ccccc1Br | -1.8 | 1.5 | -1.1 | 7.6 | 13.0 | -2.8 | -0.6 | -6.0 | -3.6
Cc1ccc(CC(NC(=O)c2ccccc2)C(=O)NC(CC(C)C)C(=O)O)cc1 (stereo not given) | 8.1 | 4.6 | 3.8 | 5.0 | 2.2 | -1.6 | 0.9 | -1.7 | -17.7
CCOc1ccccc1NC(=O)N1CCC(C(=O)c2ccc(F)cc2)CC1 | -6.2 | 5.2 | 0.5 | -1.4 | 2.1 | -2.5 | 0.9 | -1.0 | 3.9
COc1ccc(/C=C/c2nnc(NC(=O)c3ccco3)s2)cc1 | -2.8 | -7.9 | -7.2 | -0.9 | -8.2 | -5.2 | 5.2 | 2.8 | 3.3
CCc1cccc2c(=O)c(C(=O)N3CCOCC3)c[nH]c12 | -1.5 | -4.2 | 1.3 | 3.4 | 0.5 | -0.9 | 0.1 | -1.0 | -4.6
CCOC(=O)c1ccc(NC(=O)CSc2nnc(CCc3ccc(C)o3)n2-c2ccccc2)cc1 | -8.0 | 8.0 | 5.8 | 0.5 | 1.3 | 1.9 | 0.1 | -4.0 | -5.3
O=C(Cc1ccccc1)Nc1ccc(NC(=S)NC(=O)c2ccccc2)cc1 | -7.4 | -7.7 | -66.9 | -4.7 | 5.4 | 4.8 | 5.4 | 0.7 | 9.1
CCCCOc1ccc(OCCSc2nc3ccccc3n2CC(=O)O)cc1 | -1.8 | -4.1 | 6.8 | 1.7 | 8.7 | 0.0 | -0.6 | 0.9 | 0.9
Cc1ccc(/C=C2\SC(=S)N(CCC(=O)NNC(=O)c3ccc(O)cc3)C2=O)cc1 | 5.9 | -3.0 | -12.2 | 2.0 | -4.8 | -1.6 | 0.9 | 4.6 | 13.2
C/C(=N\NC(=O)c1cccnc1)c1cc(C)oc1C | 6.1 | 9.9 | -4.8 | -1.5 | -14.0 | -0.1 | 1.0 | 1.6 | -0.7
C=CCN1CN(Cc2ccco2)CNC1=S | 0.5 | -3.4 | -29.0 | 2.1 | 3.3 | 8.4 | 0.1 | -0.6 | 17.8
CN(C(=O)CSc1n[nH]c(N)n1)C1CCCCC1 | 2.0 | 8.7 | -4.7 | 1.9 | -0.9 | 0.3 | 1.7 | 1.8 | -1.1
CC1/C(=N/O)CC(c2ccco2)NC1c1ccco1 (stereo not given) | 4.7 | 1.4 | -12.1 | 1.6 | -13.7 | -0.4 | 0.7 | -3.6 | 6.0
CC(Sc1nnc(-c2ccncc2)n1-c1ccc(F)cc1)C(=O)NC1CC1 (stereo not given) | 10.1 | 1.2 | 4.3 | 0.6 | 0.1 | 0.7 | 2.6 | 1.3 | -14.4
CN1C(CC(=O)Nc2ccc(Br)cc2)c2ccccc2CC1(C)C (stereo not given) | -10.0 | -19.6 | -19.2 | 3.9 | 8.4 | 1.2 | 1.0 | -12.7 | 20.6
NN=C(NN=Cc1ccccc1)c1ccccc1 | -0.7 | 4.3 | 16.6 | · | 9.4 | 0.0 | 1.0 | -0.2 | -14.3
CC(=O)C[C@H](O)CC(=O)[C@H]1OC(=O)CCCCCCc2ccccc21 | 1.7 | -9.3 | -15.4 | -0.4 | -2.5 | 0.7 | 0.8 | 0.8 | -2.8
CN1CCN(C(=O)C[C@@H]2CC[C@@H]3[C@H](COC[C@@H](O)CN3Cc3cccc(Cl)c3)O2)CC1 | 0.6 | 0.9 | · | · | 6.2 | · | 1.7 | -1.3 | -5.1
CCCCOC(=O)Nc1ccc(S(=O)(=O)Nc2ccc([N+](=O)[O-])cc2)cc1 | -9.6 | -5.0 | 18.9 | 0.0 | -5.4 | 0.3 | 0.2 | -1.5 | -15.9
O=C(NCc1ccco1)c1ccc(COc2ccc(Cl)cc2)cc1 | -3.0 | -1.8 | 11.2 | -1.1 | -6.2 | -1.6 | 3.2 | -6.5 | -17.4
CCOc1ccc2nc(SCC(=O)N3CCN(C(=O)c4ccco4)CC3)sc2c1 | -4.7 | 9.0 | 13.0 | 7.0 | 5.9 | -2.2 | 8.7 | -1.0 | -1.6
Cc1ccccc1S(=O)(=O)NC1OC(=O)C(Cl)=C1Cl (stereo not given) | 1.6 | 1.3 | -16.0 | -0.5 | -6.6 | -1.3 | 0.4 | 1.9 | -6.1
Cc1cccc(C)c1NC(=O)CN(C)C(=O)Cc1cccc(C(F)(F)F)c1 | 2.8 | -1.4 | -5.1 | -1.4 | -12.5 | -0.3 | 1.1 | -2.1 | -20.5
c1ccc(COC2CCCN(Cc3nc(-c4cnccn4)no3)C2)nc1 (stereo not given) | 0.9 | 5.1 | 11.2 | 1.3 | -5.5 | 0.7 | 1.2 | 0.5 | -10.4
COC(=O)CSc1nc(N)c(C#N)c(-c2ccco2)c1C#N | -4.7 | -1.6 | 2.9 | 1.9 | -4.4 | -0.7 | 5.3 | -3.5 | 1.4
Cc1cccc(OCC(=O)NNC(=O)C2CCCCC2C(=O)O)c1 (stereo not given) | 4.5 | 6.6 | -21.9 | 3.4 | 4.6 | 2.9 | 0.5 | 1.1 | 8.7
O=C(NC1(Cc2ccccc2)CCN(Cc2ccc(-c3ccccc3)cc2)C1=O)c1ccccc1 (stereo not given) | -10.6 | -5.1 | -12.2 | -0.7 | 16.2 | 0.7 | 10.5 | 4.2 | 7.0
O=C(N[C@H]1CC[C@H](CCNS(=O)(=O)c2ccc(Cl)cc2)O[C@@H]1CO)c1cccc(F)c1 | 5.2 | 2.5 | · | · | -1.1 | · | 3.8 | 2.5 | 1.5
CC(C)(C)c1ccc(-c2cnco2)cc1 | 14.8 | 5.9 | -7.3 | 3.7 | -7.0 | -2.9 | 0.5 | -2.8 | -4.0
Cc1nn(-c2ccccc2)c(Cl)c1/C=C1\C(=O)N(C)C(=S)N1C | 0.2 | -0.4 | 25.7 | -3.0 | 4.0 | -1.3 | -0.2 | -10.8 | -3.0
CC(C)Cc1nc2oc3c(=O)[nH]cnc3c2c2c1CCC2 | 6.5 | 4.4 | -5.3 | 11.5 | -3.4 | -1.1 | 0.3 | 2.3 | -8.2
O=C(Nc1ccc(Cl)cc1)Nn1cnnc1 | 5.5 | -2.0 | 10.2 | · | 6.6 | -0.6 | 1.0 | -0.2 | -3.0

Screening data (PubChem)
